Assay outcomes (PubChem BioAssay)
PfM18AAP inh: PfM18AAP enzyme inhibition. recombinant PfM18AAP, H-Glu-NHMec fluorogenic cleavage. inhibition, % at 7.35 µM. 1.2% of 290,000 active;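 active = inhibition above the campaign mean inhibition over all tested compounds plus 3 SD, cut at about 28% in these data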;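 note: 0% = plate median of test compound wells and 100% = 2 mM ZnCl2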
VIM-2 inh: blocks Pseudomonas aeruginosa VIM-2 metallo-beta-lactamase | purified VIM-2, nitrocefin hydrolysis, epi-absorbance fluorescence | inhibition, % at 5.6 µM | 0.89% of 290,000 active;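 active = inhibition above the mean of all tested compounds plus 3 SD, cutoff set per screening run, cut at about 7.5% in these data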;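 note: red hydrolysis product quenches plate fluorescence so inhibitors raise well fluorescence; 0% = enzyme with DMSO and 100% = DMSO without enzyme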
FID counter: fluorescent intercalator displacement, NS3 helicase counter-screen | DNA fluorescent intercalator displacement, fluorescence | inhibition, % at 7.9 µM | 0.17% of 290,000 active; in the data active = inhibition above about 37%;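 note: 0% = vehicle and 100% = reference compound; higher means more ethidium bromide displaced from hairpin DNA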
IMP-1 inhibitor: blocks Pseudomonas aeruginosa IMP-1 metallo-beta-lactamase; purified IMP-1, nitrocefin hydrolysis, epi-absorbance fluorescence; inhibition, % at 5.6 µM; 0.45% of 290,000 active; AID 1556;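 active = inhibition above the mean plus 3 SD of all compounds in the same screening run, cut at about 4.5% in these data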;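 note: 0% = IMP-1 with DMSO and 100% = DMSO wells lacking enzyme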
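System: Purified IMP-1 | Read-out basis: Percent enzyme inhibition | Controls: IMP-1 with DMSO as 0%, enzyme-free DMSO as 100% | Replicates: One well per compound | Doses: 5.6 µM nominal single concentration | Detection: Epi-absorbance fluorescence, 480 nm excitation, 530 nm emission | Incubation: 25 °C, 15 min preincubation, 25 min reaction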
IDE inh: cellular human IDE inhibition | HEK cells, FAbetaB cleavage, fluorescence polarization | inhibition, % at 5.59 µM | 0.41% of 320,000 active;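 active = percent inhibition above the average of all tested compounds plus 3 SD, set per screening campaign, cut at about 16% in these data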;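 note: IDE supplied by intact live HEK cells; FP after avidin binding of uncleaved biotin substrate so inhibition keeps polarization high; 0% = DMSO wells and 100% = 60 µM reference IDE inhibitor Ii1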
Target sequence (P14735 whole entry, looked up): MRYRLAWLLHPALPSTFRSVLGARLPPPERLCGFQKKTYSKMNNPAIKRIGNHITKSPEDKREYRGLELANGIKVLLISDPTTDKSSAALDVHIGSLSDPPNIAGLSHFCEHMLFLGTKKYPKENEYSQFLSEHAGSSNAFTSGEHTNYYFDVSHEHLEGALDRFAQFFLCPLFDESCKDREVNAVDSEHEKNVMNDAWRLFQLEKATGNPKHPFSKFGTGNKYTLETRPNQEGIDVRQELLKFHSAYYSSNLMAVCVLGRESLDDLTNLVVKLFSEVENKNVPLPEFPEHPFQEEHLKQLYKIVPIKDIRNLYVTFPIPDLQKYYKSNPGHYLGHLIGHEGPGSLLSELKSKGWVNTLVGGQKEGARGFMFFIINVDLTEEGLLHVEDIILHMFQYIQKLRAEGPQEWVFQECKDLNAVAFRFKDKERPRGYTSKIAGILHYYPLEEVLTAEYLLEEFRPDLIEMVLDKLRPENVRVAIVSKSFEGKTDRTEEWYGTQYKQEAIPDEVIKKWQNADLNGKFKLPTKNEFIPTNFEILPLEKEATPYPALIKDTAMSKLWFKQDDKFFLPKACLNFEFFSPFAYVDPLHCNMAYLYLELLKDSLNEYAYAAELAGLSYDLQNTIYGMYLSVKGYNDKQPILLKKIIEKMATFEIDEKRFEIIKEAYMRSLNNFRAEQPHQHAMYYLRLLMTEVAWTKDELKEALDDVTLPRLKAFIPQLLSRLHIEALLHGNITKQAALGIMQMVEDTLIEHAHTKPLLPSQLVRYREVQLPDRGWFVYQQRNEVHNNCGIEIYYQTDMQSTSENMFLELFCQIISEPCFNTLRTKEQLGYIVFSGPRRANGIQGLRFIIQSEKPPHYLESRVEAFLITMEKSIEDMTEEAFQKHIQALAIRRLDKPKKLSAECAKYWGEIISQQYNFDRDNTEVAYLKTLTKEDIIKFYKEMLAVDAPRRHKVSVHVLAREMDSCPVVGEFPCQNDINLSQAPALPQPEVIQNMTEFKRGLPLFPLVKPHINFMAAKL
pCIP destab: lowers stability of the mouse p/CIP coactivator protein; decrease of EGFP signal, % at 10 µM; F442A p/CIP-EGFP cells, EGFP fluorescence, 16 h; AID 1984; 0.01% of 290,000 active; Q05BA5;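 active = EGFP signal decrease of at least 30% at 10 µM or well 3 SD below plate mean, unless failing retest; inactive = the rest, including hits failing retest or dose response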; note: some compounds called inactive have numbers as strong as hits; many of its hits are not listed in these tables
UBC9 SUMO inh: blocks human SUMOylation mediated by UBC9; inhibition, % at 35 µM; HTRF SUMOylation assay, SAE1/SAE2 + UBC9, in vitro; P63279; 0.36% of 290,000 active; AID 2006; in the data active = inhibition above about 50%, passing the limit was not always enough; note: strong numbers were not always called active
NS3 helicase inh: blocks Hepatitis C virus NS3 helicase unwinding. NS3 helicase DNA unwinding, Cy5 molecular beacon fluorescence. inhibition, % at 10.9 µM. 0.56% of 290,000 active. AID 1800;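 active = inhibition above the mean of all tested compounds plus 3 SD, set per campaign, cut at about 35% in these data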;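 note: 0% = DMSO wells and 100% = thioflavine S control wells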
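test system = hepatitis C virus NS3 helicase domain fragment enzyme | reagent = annealed dual-labelled DNA beacon duplex, ATP-started | times = 1 h at 25 °C | detection = Cy5 fluorescence, 0 and 60 min reads | read-out basis = percent inhibition from t60/t0 fluorescence ratio | control set = DMSO and thioflavine S | replication = one well per compound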
IDE cell activ: IDE (human) activation, cell-based; 0.073% of 340,000 active; HEK cells, FAbeta-B cleavage, fluorescence polarization; 0% vehicle, 100% cell-free pure enzyme wells; activation, % at 5.96 µM; P14735; AID 493087;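 active = activation above the mean of all tested compounds plus 3 SD, set per screening campaign, cut at about 17% in these data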
* marks the source's active call; other numbers are inactive results; · = not tested or not shown; & = joins results of further samples.

structure,PfM18AAP inh,VIM-2 inh,FID counter,IMP-1 inhibitor,IDE inh,pCIP destab,UBC9 SUMO inh,NS3 helicase inh,IDE cell activ
CC(=O)c1nc(N2C(=O)CC(Cc3cc(C)cc(C)c3)C2=O)sc1C (configuration not stated),-1.1,-1.0,-42.1,0.6,2.4,3.5,-6.2,12.7,-4.9
O=C(CN1C(=O)C2CC=CCC2C1=O)NCc1ccc2c(c1)OCO2 (configuration not stated),-1.1,0.1,-6.1,-2.1,-0.4,-5.0,-21.5,24.9,2.7
O=C(O)CC(C(=O)O)c1cn(Cc2ccccc2)c2ccccc12 (configuration not stated),-5.0,-0.3,-14.2,-2.0,2.2,4.9,19.1,6.6,5.1
C=CCc1cc(/C=N/n2cnnc2)cc(OCC)c1O,10.5,2.5,-2.4,-2.0,6.8,-4.9,29.5,0.8,2.7
Cc1noc(/C=C/N(C)C)c1S(=O)(=O)N1CCCC(C(=O)NC(C)c2ccccc2)C1 (configuration not stated),-2.1,-2.4,-18.6,-2.6,-2.5,-15.3,29.1,7.9,5.8
CC(=O)Oc1ccc(-c2cccc(C(=O)NCC(=O)O)c2)cc1,-3.9,-1.9,-13.2,-2.1,-2.8,-10.4,23.0,14.8,0.7
COc1cccc(NC(=O)CN2C(=O)COc3ccc(S(=O)(=O)N4CCOCC4)cc32)c1,-3.7,-3.8,-5.5,-5.3,4.0,-3.3,·,4.1,-2.8
COc1cc(C(C)=O)ccc1OCC(O)CN(CCO)Cc1ccccc1 (configuration not stated),-5.5,-0.7,-3.1,-3.0,6.3,-30.2,10.5,2.0,2.4
O=C(CSc1ccccc1)NCCCc1ccccc1,1.3,-3.8,-9.2,-4.4,4.8,-3.5,-7.4,-0.8,2.1
CCOC(=O)C1(Cc2ccccc2C)CCCN(C(=O)c2cc(C3CC3)[nH]n2)C1 (configuration not stated),-0.1,-1.7,-32.1,-3.3,2.1,-13.8,-3.6,-3.3,0.5
CC(=O)Nc1ccc(S(=O)(=O)N[C@@H](C)C(=O)Nc2ccc(N3CCOCC3)cc2)cc1,-11.2,-3.6,-3.0,-2.6,1.2,-10.7,23.7,0.0,3.3
Nc1nonc1-n1nnc(C(=O)N/N=C/c2ccc(O)cc2)c1COc1ccc(F)cc1,3.5,-2.1,-2.6,-0.9,1.8,-7.4,-19.5,0.8,-3.5
CCOC(=O)N1CCN(C2CC(=O)N(c3ccc(F)cc3)C2=O)CC1 (configuration not stated),-5.6,-1.0,-3.4,-1.7,2.0,-10.7,-1.0,-2.0,2.5
Cc1cc(-c2ccc(F)cc2)nc2cc(C(N)=O)nn12,-27.0,2.4,-8.1,-5.1,1.6,3.9,36.8,11.0,1.2
O=C(COC(=O)CCC1CCCC1)Nc1ccccc1Sc1ccccc1,-2.5,-1.2,-10.3,-2.4,2.6,5.3,-20.0,-7.8,-1.3
CC(NC(=O)C(=O)N1CCCCC1)C(c1cccs1)N1CCN(c2ccccc2F)CC1 (configuration not stated),6.3,-3.1,-54.7,-4.3,0.0,-1.2,14.4,6.3,-1.0
CCn1nc(C(=O)OCC(=O)N2CC(=O)Nc3ccccc32)c2ccccc2c1=O,1.7,-1.0,-3.2,-3.0,2.5,-1.2,2.3,-2.6,-4.7
Cc1ccc2[nH]c(=O)c(CN(CCc3ccccc3)C(c3nnnn3Cc3ccco3)C(C)C)cc2c1 (configuration not stated),-2.1,-0.8,-12.4,-0.7,0.9,-20.7,13.9,20.5,-4.2
C/C=C(\C)CN1CCC(n2nccc2NC(=O)CCCc2ccccc2)CC1,-1.4,-2.5,3.6,-3.2,·,-0.8,9.0,2.2,6.3
S=C(c1ccc(-c2ccc(Br)cc2)o1)N1CCCCC1,3.4,-0.5,-16.4,-1.0,1.1,-16.1,-9.5,0.7,-2.3
CN=c1scc(C)n1/N=C/c1cc(Br)c(O)c(Br)c1,18.5,-1.8,-2.4,0.3,-0.8,1.0,11.0,5.7,0.9
CC(=O)c1cccc(S(=O)(=O)N2CCC(n3nnc4cc(F)ccc43)CC2)c1,-0.6,-2.8,-15.8,-1.8,3.7,2.8,-6.4,-3.3,-0.2
CCOc1ccc(N(C)Cc2cc(=O)oc3ccc(OCC)cc23)cc1,5.5,-2.4,-21.5,-4.0,·,-18.8,-7.4,0.8,5.8
O=C(CCC1CCCN(c2ncccn2)C1)NCc1ccccc1F (configuration not stated),31.6*,-1.2,-10.3,-1.7,1.3,-3.6,34.7,5.1,1.5
CC1CCc2cc(F)ccc2N1C(=O)c1cnc2sccn2c1=O (configuration not stated),-3.6,-3.4,-7.1,-5.8,9.8,-14.2,-3.5,3.4,5.7
CCOc1cc(C(=O)NC)cc(OCC)c1OCC,-5.3,-2.9,-3.6,2.9,-4.5,-3.0,8.3,-4.1,5.0
S=C(Nc1ccc(Cl)cc1)c1nc2ccccc2s1,-3.1,-1.9,0.0,-3.2,7.2,-11.5,-26.9,3.1,6.1
Cc1ccnc(SCC(=O)n2c3c(c4ccccc42)CC(C)CC3)n1 (configuration not stated),1.1,6.1,-1.9,-0.8,-3.3,-8.0,9.8,3.9,1.7
CCCCC(=O)NNC(=O)c1c(O)c2ccccc2[nH]c1=O,-7.5,-2.2,1.8,-2.6,10.9,-5.4,7.9,-9.4,4.3
Cc1ncc([N+](=O)[O-])n1CCO,-7.5&0.4,-3.6&-1.1,-1.5&-2.6,-3.1&-2.1,-2.1,-19.5&-13.3,6.7&-2.6,6.9&6.2,3.4
Cc1ccc(-n2cc(CNC(C)c3cnn(C)c3C)c(-c3ccc(F)cc3)n2)cc1 (configuration not stated),3.2,-3.6,32.9,-2.1,-4.4,-6.3,11.6,-46.9,3.7
O=C(CSc1ncnc2c1oc1ccccc12)NCc1ccco1,5.7,0.1,-6.8,-2.4,-0.5,-4.6,-8.4,7.5,5.4
O=C(c1ccccc1)N1CCN(C(=O)c2ccc([N+](=O)[O-])cc2)CC1,-2.6,-1.9,0.3,-1.9,0.6,7.3,3.1,-0.7,-0.5
C=CCN(C(=O)Cn1c(C(=O)OC)cc2oc(C)cc21)c1ccccc1,-0.8,-0.5,-21.6,1.4,-1.4,-4.4,-5.7,18.4,-4.9
O=C(O)CC(Cn1cnnn1)c1ccccc1 (configuration not stated),-0.3,-1.9,2.7,-2.5,1.4,-19.0,-9.7,16.3,2.0
CCCOc1ccc(NC(=O)CC2C(=O)N(CC)C(=S)N2CCNC(C)=O)cc1 (configuration not stated),-0.6,-2.4,-6.7,-0.7,1.7,-2.9,7.1,12.2,4.1

Arranged by length of the SMILES (highest first): 3 of the compounds above
structure,PfM18AAP inh,VIM-2 inh,FID counter,IMP-1 inhibitor,IDE inh,pCIP destab,UBC9 SUMO inh,NS3 helicase inh,IDE cell activ
Cc1ccnc(SCC(=O)n2c3c(c4ccccc42)CC(C)CC3)n1 (configuration not stated),1.1,6.1,-1.9,-0.8,-3.3,-8.0,9.8,3.9,1.7
CC1CCc2cc(F)ccc2N1C(=O)c1cnc2sccn2c1=O (configuration not stated),-3.6,-3.4,-7.1,-5.8,9.8,-14.2,-3.5,3.4,5.7
S=C(Nc1ccc(Cl)cc1)c1nc2ccccc2s1,-3.1,-1.9,0.0,-3.2,7.2,-11.5,-26.9,3.1,6.1

(next part)
structure,PfM18AAP inh,VIM-2 inh,FID counter,IMP-1 inhibitor,IDE inh,pCIP destab,UBC9 SUMO inh,NS3 helicase inh,IDE cell activ
O=C(c1ccccc1)c1cc[n+]([O-])cc1,-1.2,-1.2,-2.8,-2.2,4.0,-9.1,19.3,2.6,-1.4
Cc1ccc(-n2c(SCC(=O)NC3CCCCC3)nc3c(c2=O)SCC3)cc1,-6.3,-0.4,-0.8,-1.6,-1.6,-3.1,-6.2,-2.6,-0.4
COC(=O)c1sc2nc(N3CCCCC3)c3c(c2c1N)CCCC3,-6.2,-1.6,-1.6,-1.2,3.9,-8.4,8.7,-1.1,8.0
Cc1cc([N+](=O)[O-])ccc1NC(=O)C[n+]1ccc(N(C)C)cc1,-5.4,-3.0,12.1,-3.3,3.5,-2.1,17.0,-0.1,4.0
Cc1oc(-c2cc(F)ccc2F)nc1CN1CCN(c2cnccn2)CC1,2.5,-3.7,-21.7,-4.1,-1.3,5.2,-0.7,-0.2,1.0
O=C(c1ccc2nc(N3CCCCC3)sc2c1)N1CCN(Cc2ccc3c(c2)OCO3)CC1,-1.7,-2.7,-34.1,-1.0,4.5,-0.1,0.9,-13.4,-0.9
CCCC(=O)Nc1c(-c2cccs2)c(=O)c2ccccc2n1CC,5.7,-3.5,1.2,-2.1,-1.8,15.7,-14.0,1.2,·
Cn1cc(CN2CCN(CCO)CC2)c(-c2ccc(Oc3ccccc3)cc2)n1,2.9,-2.4,13.2,-2.4,4.3,-1.7,-10.3,-6.8,-0.9
COc1ccc(C(=O)NCc2cn3cccc(C)c3n2)cc1OC,8.3,-3.2,-2.1,-4.9,-1.0,-1.1,8.2,4.2,-0.9
O=C(N/N=C/c1ccccn1)c1ccc(Cl)c(Cl)c1,-5.2,1.1,-9.0,-1.1,1.1,-7.7,9.9,-6.4,2.6
CC1CC(C)CN(S(=O)(=O)N2CCCC(C(=O)NCCc3ccc(Cl)cc3)C2)C1 (configuration not stated),-0.9,-2.7,-48.5,-3.4,5.5,1.2,-13.7,-4.7,-0.1
O=C(NN1C(=O)/C(=C/C=C/c2ccccc2)SC1=S)c1ccncc1,4.9,-2.7,-14.8,-1.5,24.5*,7.5,6.0,25.6,-4.6
CCC(C)NS(=O)(=O)c1ccc(OCC(=O)NCc2ccc3c(c2)OCO3)cc1 (configuration not stated),-2.8,-3.4,-25.4,-3.6,-3.5,3.5,-0.3,-4.0,-0.4
